DNMT1 block: blocks human DNA methyltransferase DNMT1; DNMT1 molecular beacon, Hinp1I cleavage, fluorescence; inhibition (reported as % activation of signal), % at 10 µM; hit rate 0.83% among 360,000; AID 588458; in the data active = inhibition above about 50%
CSN deneddyl inh: inhibitors of human CSN-mediated cullin deneddylation. Q92905. Purified CSN, SCF-Nedd8-OG deneddylation, fluorescence polarization. inhibition, % at 12.5 µM. hit rate 0.38% among 360,000. AID 651999;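 active = pattern-corrected inhibition above about 35%, with an unprinted fluorescence ratio check between 0.5 and 1.5, limit read from the data, passing the limit was not always enough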;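 note: 0% = enzyme with substrate and 100% = substrate without enzyme; some results filed as inactive read as strong as hits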
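Assay system: HEK293T-derived human Csn5 enzyme; quantity: 0.24 nM enzyme; medium: Tris/NaCl/DTT buffer, pH 7.5; also added: substrate SCFSkp2-Nedd8OG, 10 nM; doses: 12.5 µM compound; schedule: 90 min reaction at room temperature; signal: FP; read-out: % inhibition of substrate cleavage by Csn5; benchmarks: substrate-only high control, full reaction low control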
LMPTP inh: blocks human LMPTP phosphatase; hit rate 0.22% among 360,000; inhibition, % at 20 µM; P24666; recombinant LMPTP-A, OMFP fluorogenic substrate, fluorescence intensity; AID 651560;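 active = compounds that cut the enzyme signal by at least half of the control window in the single-dose screen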;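 note: plate controls were DMSO wells with enzyme plus substrate for no effect and substrate without enzyme for full effect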
Target sequence (P24666 whole entry, looked up): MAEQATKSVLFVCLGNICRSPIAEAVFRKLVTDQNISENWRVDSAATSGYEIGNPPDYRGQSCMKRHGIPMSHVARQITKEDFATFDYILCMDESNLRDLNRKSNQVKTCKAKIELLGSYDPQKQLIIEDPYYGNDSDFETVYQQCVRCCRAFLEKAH
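Test system – LMPTP-A phosphatase enzyme · Quantity – 0.625 nM LMPTP-A final · Reagent – OMFP substrate, 400 µM final · Dosing – one test concentration per compound, 20 µM, with 3% DMSO overall · Timing – 50 min enzyme reaction at room temperature, protected from light · Detection – fluorescence intensity · Controls – substrate-only low control, DMSO enzyme-plus-substrate high control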
SUMO1 PPI mod: modulators of human SUMO1-mediated protein-protein interactions; SUMO1 binding to a labelled peptide, TR-FRET, 1 h; inhibition, % at 20 µM; AID 602429; P63165; hit rate 0.33% among 360,000; in the data active = inhibition above about 37%
Rpn11 inh: blocks the human proteasome subunit Rpn11; human 26S proteasome, Ub4-pepOG fluorescence polarization; 20S core pre-blocked with epoxomicin; calls only at 20 µM; O00487; hit rate 0.59% among 360,000;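 active = inhibition at 20 µM, scaled to each plate's controls, above about 33%, limit read from the data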
Target sequence (O00487 whole entry, looked up): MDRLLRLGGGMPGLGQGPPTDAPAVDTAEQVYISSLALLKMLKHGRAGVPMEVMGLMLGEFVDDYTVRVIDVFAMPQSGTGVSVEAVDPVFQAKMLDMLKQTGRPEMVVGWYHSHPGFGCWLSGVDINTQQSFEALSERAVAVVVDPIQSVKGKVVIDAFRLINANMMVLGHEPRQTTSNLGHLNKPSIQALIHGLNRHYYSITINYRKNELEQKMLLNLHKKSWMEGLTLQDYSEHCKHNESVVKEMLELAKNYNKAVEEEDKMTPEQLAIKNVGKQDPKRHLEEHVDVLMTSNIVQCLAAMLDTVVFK
Scp1 inh: blocks human Scp-1 phosphatase activity; Q9GZU7; Recombinant Scp1, phosphopeptide, malachite green phosphate absorbance; inhibition, % at 20 µM; hit rate 0.88% among 340,000; AID 493091;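 active = inhibition above about 50% at 20 µM, limit read from the data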;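 note: plate controls were DMSO wells with enzyme for no effect and wells lacking enzyme for full effect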
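assay system = SCP-1 phosphatase catalytic domain, residues 76-261 | buffer or medium = 50 mM Tris acetate pH 5.5, 0.005% Tween-20, 10 mM MgCl2 | incubation = enzyme reaction 45 min at room temperature, colour 5 min, stabilisation 30 min | signal = Phosphate-binding colour reagent, absorbance read at 630 nm | measure = % inhibition at 20 µM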
NadD inh: NadD (S. aureus) enzyme inhibition. hit rate 0.78% among 360,000. inhibition, % at 20 µM. purified NadD enzyme, colorimetric absorbance read-out; in the data active = inhibition above about 26%; note: some compounds past the cut are filed as inactive
Neddyl block: blocks human cullin neddylation; TR-FRET cullin neddylation, biochemical; calls only at 25 µM; hit rate 0.58% among 360,000; AID 651699; in the data active = inhibition above about 36%
STEP inh: blocks human striatal-enriched tyrosine phosphatase; recombinant STEP, OMFP fluorogenic substrate, fluorescence; hit rate 0.25% among 360,000; P54829; inhibition, % at 20 µM; AID 588621;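 active = inhibition at 20 µM, scaled per plate between control wells, above about 37%, limit read from the data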;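 note: 0% = DMSO with enzyme and substrate and 100% = substrate only without enzyme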
Target sequence (P54829 whole entry, looked up): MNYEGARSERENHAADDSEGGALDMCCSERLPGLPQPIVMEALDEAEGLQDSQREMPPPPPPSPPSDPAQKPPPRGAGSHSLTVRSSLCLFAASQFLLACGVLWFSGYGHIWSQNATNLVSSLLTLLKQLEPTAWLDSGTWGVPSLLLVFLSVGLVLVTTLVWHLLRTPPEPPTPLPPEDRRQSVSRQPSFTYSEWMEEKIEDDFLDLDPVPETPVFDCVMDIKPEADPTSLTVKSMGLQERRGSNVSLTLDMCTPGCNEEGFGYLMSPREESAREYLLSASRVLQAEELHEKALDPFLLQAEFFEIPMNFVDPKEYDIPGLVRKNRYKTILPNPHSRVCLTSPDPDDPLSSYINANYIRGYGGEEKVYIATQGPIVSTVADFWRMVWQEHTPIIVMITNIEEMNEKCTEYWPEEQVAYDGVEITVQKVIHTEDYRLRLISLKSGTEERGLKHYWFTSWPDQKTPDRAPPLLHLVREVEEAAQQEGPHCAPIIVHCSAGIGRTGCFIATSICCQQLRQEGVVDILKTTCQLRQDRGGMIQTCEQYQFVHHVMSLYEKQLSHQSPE
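Measure: Control-normalized % inhibition with plate pattern correction | Test system: STEP phosphatase, cell-free reaction | Medium: pH 6.0 Bis-Tris with DTT and Tween 20 | Technique: Fluorescence, 480/540 nm | Times: Reaction 20 min, ambient temperature | Doses: Single compound dose of 20 µM, 1% DMSO final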
Rin1 Abl inh: inhibitors of human Rin1-Abl protein interaction; inhibition, % at 7.35 µM; hit rate 0.4% among 360,000; TR-FRET Rin1/Abl binding, biochemical; P00519+Q13671; in the data active = inhibition above about 5%, passing the limit was not always enough
Active calls of the source: *; i = inactive; x = not tested or not shown; + = active, no number. No enrichment for hits. Share with any hit: about 3.8%.

Start of the listing, in advance, 3 compounds:
(1) O=C(Nc1ccccc1N1CCCCC1)c1ccc(-c2cc(Cl)ccc2Cl)o1
(2) CN(C)C(=O)CCc1ccc2c3c([nH]c2c1)[C@]1(CCC2CCCC2)[C@@H](C(=O)N2CCOCC2)C[C@H](CC(=O)NCCCn2ccnc2)C(=O)N1CC3
(3) Cc1oc(S(=O)(=O)N2CCCC2)cc1C(=O)Nc1ccccc1
entry no.,1,2,3
DNMT1 block,-8,3,1
CSN deneddyl inh,-2,-7,1
LMPTP inh,2.2,-8.8,0.3
SUMO1 PPI mod,0,-3,1
Rpn11 inh,i,i,i
Scp1 inh,-2,1,-14
NadD inh,3,1,-11
Neddyl block,i,i,i
STEP inh,4,3,-3
Rin1 Abl inh,-4,0,-4

This part in full, from the first entry:
(1) O=C(Nc1ccccc1N1CCCCC1)c1ccc(-c2cc(Cl)ccc2Cl)o1
(2) CN(C)C(=O)CCc1ccc2c3c([nH]c2c1)[C@]1(CCC2CCCC2)[C@@H](C(=O)N2CCOCC2)C[C@H](CC(=O)NCCCn2ccnc2)C(=O)N1CC3
(3) Cc1oc(S(=O)(=O)N2CCCC2)cc1C(=O)Nc1ccccc1
(4) Cc1ccccc1NC(=S)NC1CCN(Cc2ccccc2)CC1
(5) c1ccc2c(c1)nc(N1CCCCCC1)c1ccccc12
(6) CC(C)[C@H](NC(=O)c1cccc(S(=O)(=O)N2CCOCC2)c1)C(=O)NCc1ccc(F)cc1
(7) Cc1ccc(S(=O)(=O)N(C)C)cc1-n1c(SCC(=O)Nc2ccccc2)nc2ccccc2c1=O
(8) O=C(O)c1cccc(-c2csc(C(O)c3ccc(F)c(F)c3)n2)c1 (configuration not stated)
entry no.,1,2,3,4,5,6,7,8
DNMT1 block,-8,3,1,10,0,5,-7,2
CSN deneddyl inh,-2,-7,1,1,-4,-1,-13,0
LMPTP inh,2.2,-8.8,0.3,-4.0,2.2,-1.9,1.3,0.3
SUMO1 PPI mod,0,-3,1,2,-1,2,-3,-1
Rpn11 inh,i,i,i,i,i,i,i,i
Scp1 inh,-2,1,-14,-3,112*,-10,-5,x
NadD inh,3,1,-11,-1,15,1,12,-1
Neddyl block,i,i,i,i,x,i,i,i
STEP inh,4,3,-3,-4,0,2,4,0
Rin1 Abl inh,-4,0,-4,1,-1,4,-1,-1

(9) O=C(Nc1ccc2ccccc2c1)c1ccc(Cl)cc1
(10) CC(=NCCc1c(C)[nH]c2ccc(C)cc12)C1=C(O)CC(c2ccccc2)CC1=O (configuration not stated)
(11) Cc1ccc(C(=O)n2c(-c3ccccc3)cnc2SCC(=O)Nc2ccccc2)cc1
(12) CC(=O)Nc1ccc(C2NC(=O)c3ccccc3O2)cc1 (configuration not stated)
(13) COc1ccc(CN2C(=O)c3ccccc3C2=O)cc1C(=O)OCC(=O)NC1CCCCC1
(14) Cn1ncc([N+](=O)[O-])c1C(=O)Nc1ccc(-c2nc3ccccc3o2)cc1
(15) CSc1nc(SCCO)c2sc3nc(-c4ccco4)c4c(c3c2n1)CC(C)(C)OC4
(16) CCc1cc2c(N=Nc3c(O)[nH]c4ccccc34)ncnc2s1
entry no.,9,10,11,12,13,14,15,16
DNMT1 block,2,-10,12,3,6,-2,98*,11
CSN deneddyl inh,0,-4,6,2,5,9,59,6
LMPTP inh,-11,3.8,1.7,-0.9,1.4,-0.3,45,-0.6
SUMO1 PPI mod,-2,-1,3,6,-7,-5,60*,3
Rpn11 inh,i,i,i,i,i,i,x,x
Scp1 inh,-1,-34,0,1,-6,-5,79*,-7
NadD inh,3,2,4,4,-2,-12,60*,-4
Neddyl block,x,i,i,i,i,i,i,i
STEP inh,0,-1,73*,-4,0,-1,8,-4
Rin1 Abl inh,2,-2,0,-2,-4,0,-8,-3

Scp1 inh, entries above that show a hit
item	structure	DNMT1 block	CSN deneddyl inh	LMPTP inh	SUMO1 PPI mod	Rpn11 inh	Scp1 inh	NadD inh	Neddyl block	Rin1 Abl inh
5	c1ccc2c(c1)nc(N1CCCCCC1)c1ccccc12	0	-4	2.2	-1	i	112*	15	x	-1
15	CSc1nc(SCCO)c2sc3nc(-c4ccco4)c4c(c3c2n1)CC(C)(C)OC4	98*	59	45	60*	x	79*	60*	i	-8

(continued)
(17) Cc1ccc(S(=O)(=O)N2CCC(C(=O)N[C@@H](C)C(=O)Nc3ccc(F)cc3)CC2)cc1
(18) COC(=O)C(Cc1c[nH]c2ccccc12)NC(=O)c1cncc(Br)c1 (configuration not stated)
(19) CCCN1CCC(=NNc2ccc(C(=O)O)cc2)CC1
(20) COc1cccc(C(=O)Nc2ccc(Cl)c(C(F)(F)F)c2)c1
(21) CC1=C(C(N)=O)C(c2cccnc2)n2nc(-c3cccc(C)c3)nc2N1 (configuration not stated)
(22) C=CCOc1ccc(CNn2cn[nH]c2=S)cc1
(23) Cc1onc(-c2ccccc2)c1C(=O)N=C(N)c1ccc(Cl)cc1
(24) O=C(CCCN1C(=O)c2ccccc2C1=O)Nc1nncs1
entry no.,17,18,19,20,21,22,23,24
DNMT1 block,1,1,-1,-10,-1,-4,1,2
CSN deneddyl inh,4,3,3,1,-3,3,-5,0
LMPTP inh,1.4,-0.8,-3.3,1.1,-0.1,-12,0.1,-1.9
SUMO1 PPI mod,5,4,1,2,1,-5,-1,-4
Rpn11 inh,i,i,i,i,i,i,i,i
Scp1 inh,1,0,-6,-16,-4,-4,-3,3
NadD inh,-3,-9,-3,-7,4,4,-4,-2
Neddyl block,i,i,i,i,i,i,i,i
STEP inh,3,1,-1,3,2,0,1,0
Rin1 Abl inh,3,0,-2,1,-1,0,2,-1

(25) Cc1ccc(C(C)C)c(OCCCCCN2CCOCC2)c1
(26) COc1ccc(CCNC(=O)c2cc(C3CC3)on2)cc1OC
(27) COc1ccc(S(=O)(=O)N(C)C[C@H]2Oc3c(NS(=O)(=O)c4cn(C)cn4)cccc3C(=O)N([C@H](C)CO)C[C@@H]2C)cc1
(28) O=C(Nc1cccc(-c2cn3cccnc3n2)c1)Nc1ccccc1F
(29) Cc1cn(C(=O)c2ccccc2)c(=S)n1-c1ccc(Cl)cc1
(30) COc1ccc(C)cc1-n1nnnc1SCc1nc2ccccc2s1
(31) O=C1c2oc3ccccc3c(=O)c2C(c2cccs2)N1CCCN1CCOCC1 (configuration not stated)
(32) CCOc1ccc(N(CC(=O)NC2CCCCC2)C(=O)CCC(=O)Nc2ccccn2)cc1
entry no.,25,26,27,28,29,30,31,32
DNMT1 block,-1,1,1,-1,-4,-4,-4,1
CSN deneddyl inh,1,0,-8,1,-3,-1,-11,0
LMPTP inh,-1.6,-1.3,-1.8,8.9,-0.2,1.4,-0.8,-0.8
SUMO1 PPI mod,6,2,0,-1,2,-1,5,5
Rpn11 inh,i,i,i,i,i,i,i,i
Scp1 inh,-7,-11,-10,43,14,-12,1,-5
NadD inh,-11,-4,-5,3,-6,-5,16,1
Neddyl block,i,i,i,i,x,i,i,i
STEP inh,-3,2,-4,-1,-2,2,-3,1
Rin1 Abl inh,3,-1,1,0,-3,0,2,-1

An excerpt from above with just NadD inh, CSN deneddyl inh and Scp1 inh:
No. | molecule | NadD inh | CSN deneddyl inh | Scp1 inh
29 | Cc1cn(C(=O)c2ccccc2)c(=S)n1-c1ccc(Cl)cc1 | -6 | -3 | 14
30 | COc1ccc(C)cc1-n1nnnc1SCc1nc2ccccc2s1 | -5 | -1 | -12

(listing goes on)
(33) CCCOc1ccc(N2C(=O)CC(N3CCC(c4nncn4CC)CC3)C2=O)cc1 (configuration not stated)
(34) O=Cc1ccc(OCC(=O)N2CCOCC2)cc1
(35) COc1ccccc1NC(=S)Nc1ccccn1
(36) CC(C)Sc1nc(N)c2c3c(sc2n1)CN(C)CC3
(37) CC(=O)c1cccc(NC(=O)C2Cc3c(-c4ccccc4)ccnc3O2)c1 (configuration not stated)
(38) COc1ccc(OCC(=O)NC(=S)Nc2ccc(N3CCOCC3)c(Cl)c2)cc1
(39) CCC1CCCCN1C(=O)Cn1nc([N+](=O)[O-])c(Cl)c1C (configuration not stated)
(40) Cc1cccc(Nc2nc(-c3ccc(F)c(C)c3)cs2)n1
entry no.,33,34,35,36,37,38,39,40
DNMT1 block,-2,-2,25,-6,-3,-12,0,-3
CSN deneddyl inh,-5,-5,-4,9,-3,0,8,0
LMPTP inh,-0.8,-3.1,-0.7,2.8,0.4,1.8,-0.1,1.7
SUMO1 PPI mod,0,34,2,-3,0,6,-10,-9
Rpn11 inh,i,i,i,i,i,i,i,i
Scp1 inh,-10,-2,-8,1,x,-7,1,-7
NadD inh,-2,-4,0,6,1,-2,6,2
Neddyl block,i,i,i,i,i,i,i,i
STEP inh,-3,1,-3,0,0,0,2,0
Rin1 Abl inh,-2,4,0,1,-2,0,2,3

(41) CCOC(=O)C1=C(C)NC(C)=C(C(=O)OCC)C1C(=O)OCC(=O)NCCc1ccc(S(N)(=O)=O)cc1
(42) Cn1nc(C(F)(F)F)cc1C(=O)Nc1ccc(-c2ccno2)cc1
(43) CN(/C=C/C(=C\C=[N+](C)c1ccccc1)OCCCS(=O)(=O)[O-])c1ccccc1
(44) Cc1ccc(C(=O)C2CCNCC2)cc1
(45) CC1CN(c2ccc(Cl)nn2)CC(C)O1 (configuration not stated)
(46) CCCC(=O)N1CCN(c2ccc(NC(=O)c3ccc(N4CCCC4)c([N+](=O)[O-])c3)cc2Cl)CC1
(47) O=C(c1ccccc1)C(C(=O)N1CCCCC1)n1ccccc1=O (configuration not stated)
(48) CC1CSC(N(C(=O)c2ccc(S(C)(=O)=O)cc2)c2ccc(Cl)cc2)=N1 (configuration not stated)
entry no.,41,42,43,44,45,46,47,48
DNMT1 block,9,2,8,-2,0,-2,-3,-1
CSN deneddyl inh,-1,-1,31,-4,-2,-2,2,0
LMPTP inh,0.6,0.1,0.1,-1.6,-0.3,1.1,0.3,0.2
SUMO1 PPI mod,0,-4,-10,4,1,-3,7,-1
Rpn11 inh,i,i,x,i,i,i,i,i
Scp1 inh,6,-12,33,-6,-5,-9,-8,-6
NadD inh,-5,-7,3,5,-1,3,-9,-4
Neddyl block,+,i,i,i,i,i,i,i
STEP inh,5,-3,-6,3,1,0,2,-2
Rin1 Abl inh,1,0,2,2,1,-2,-2,0

(49) CC1(C)C2([N+](=O)[O-])CN3CC1([N+](=O)[O-])CN(C2)C31CCCC1
(50) O=c1[nH]c2ccc(S(=O)(=O)Nc3ccc(-c4nnc5n4CCCCC5)cc3)cc2o1
(51) O=C(NC(=S)Nc1ccc(CN2CCOCC2)cc1)c1ccc(-c2cccc(Cl)c2)o1
(52) O=C(Cc1ccccc1)NC1CCN(C(=O)NCc2ccccc2)CC1
entry no.,49,50,51,52
DNMT1 block,1,4,-8,4
CSN deneddyl inh,-1,9,1,-5
LMPTP inh,-1.9,0.1,2.1,-1.1
SUMO1 PPI mod,3,8,-7,0
Rpn11 inh,i,i,i,i
Scp1 inh,-5,-5,-7,-3
NadD inh,-3,0,1,2
Neddyl block,i,i,i,i
STEP inh,0,-1,5,-2
Rin1 Abl inh,-3,6,2,0
